Apoferritin bind: qHTS Assay for Identification of Novel General Anesthetics; Potency, µM (highest dose often 77.5 µM), inactives show at the top dose activity change, negative = displacement, hits mostly inhibitors; 350,000 compounds, 0.074% hits; AID 485281, 2010; apoferritin/1-aminoanthracene competitive binding, fluorescence; note: potency is the fitted concentration of half-maximal effect; % is set by controls: 0 for no effect and ±100 for the full control effect; nearly all actives have a fitted effect of over 20% in size
Target sequence (P02791 2-175 limits assumed): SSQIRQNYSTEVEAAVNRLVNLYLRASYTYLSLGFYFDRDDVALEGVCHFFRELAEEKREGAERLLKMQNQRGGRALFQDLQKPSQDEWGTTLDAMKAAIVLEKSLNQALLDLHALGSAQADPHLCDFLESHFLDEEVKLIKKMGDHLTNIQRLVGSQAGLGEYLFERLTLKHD
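Steps: apoferritin (10 uM) was premixed with half-saturated 1-AMA in PBS, compounds were pin-transferred, plates stood 10 min at room temperature, fluorescence was read at 380/535 nm, and curves were fitted with a Hill equation.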
RXFP1 antag: qHTS Assay for Antagonists of the Relaxin Receptor RXFP1. HEK293-RXFP1, relaxin-stimulated cAMP HTRF, 30 min; active compounds read low. activity change, negative = inhibition, % at 57.5 µM. 350,000 compounds, 0.59% hits;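 active = activity change of -60% or lower, but not beyond a set lower limit; inconclusive = change between -60% and -40%, or beyond the set limit; inactive = change above -40%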; note: % is set by controls: 0 for no effect and ±100 for the full control effect
D1 agonist: Allosteric Agonists of the Human D1 Dopamine Receptor: qHTS; D(1A) dopamine receptor (Homo sapiens), P21728; activation, % at 2 µM; AID 504660, 2011; 360,000 compounds, 1% hits; HEK293 T-REx D1 cells, calcium flux, agonist mode; in the data active = activation above about 30%; note: 0% is about no effect
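Agonism was scored from calcium flux recorded over 180 s (1 read/s) after pintool compound addition, following a 10-cycle baseline. Cells were inducible force-coupled HEK293 TREx D1, plated overnight at 30 C and loaded with no-wash calcium dye.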
RXFP1 ag: qHTS Assay for Agonists of the Relaxin Receptor RXFP1 | Potency, µM (highest dose often 57.5 µM), for inactives: top-dose activation, hits mostly activators | HEK293T-RXFP1 cAMP TR-FRET, 30 min; response scale: percent of porcine relaxin response, buffer zero | 370,000 compounds, 0.3% hits; note: potency is the fitted concentration of half-maximal effect; % is set by controls: 0 for no effect and ±100 for the full control effect; nearly all actives have a fitted effect of over 60% in size; many of its hits are not listed in these tables
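HEK293 cells stably expressing RXFP1, treated 30 min at 37C with compounds plus PDE4 inhibitor Ro 20174; cAMP measured by HTRF TR-FRET. Normalized to buffer and 29 nM porcine relaxin; EC50 by Hill fit.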
TRHR agonist: qHTS for Small Molecule Agonists and Allosteric Enhancers of Human TRH Receptor: Primary Screen for Agonists; activation, % at 2 µM; 360,000 compounds, 0.18% hits; TRHR cells, calcium flux fluo-8, FDSS agonist mode; AID 493084, 2011; Thyrotropin-releasing hormone receptor (Homo sapiens), P34981; in the data active = activation above about 30%; note: 0% is about no effect
Target sequence (P34981 whole entry, looked up): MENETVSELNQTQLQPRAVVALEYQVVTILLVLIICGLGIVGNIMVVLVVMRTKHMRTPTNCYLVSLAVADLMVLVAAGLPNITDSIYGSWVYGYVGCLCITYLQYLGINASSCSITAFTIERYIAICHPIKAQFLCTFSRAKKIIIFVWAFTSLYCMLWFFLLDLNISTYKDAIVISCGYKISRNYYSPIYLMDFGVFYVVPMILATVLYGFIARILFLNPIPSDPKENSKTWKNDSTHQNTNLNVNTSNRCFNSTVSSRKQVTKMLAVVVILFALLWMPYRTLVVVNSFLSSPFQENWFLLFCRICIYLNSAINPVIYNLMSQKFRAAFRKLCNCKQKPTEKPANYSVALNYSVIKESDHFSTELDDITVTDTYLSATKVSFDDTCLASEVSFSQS
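Agonist-mode FDSS calcium read (Ex 480/Em 530, 1 s cycles) in 1536-well TRHR cells with fluo-8 dye, after 10-cycle baseline and 23 nL compound addition; TRH at EC20 (10 nM final) added afterwards for the enhancer phase.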
D1 antagonist: Antagonist of Human D 1 Dopamine Receptor: qHTS | 360,000 compounds, 3.2% hits | AID 504652, 2011 | D(1A) dopamine receptor (Homo sapiens), P21728 | activity change, negative = inhibition, % at 10 µM | HEK293 TREx D1 cells, calcium flux, dopamine EC80; active compounds read low; in the data active = activity change below about -30%; note: % is set by controls: 0 for no effect and ±100 for the full control effect
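Calcium flux readout: force-coupled, inducible Hek293 Trex D1 line, cells induced overnight at 30 C with tetracycline, dye-loaded 30–90 min at RT. Antagonism scored against EC80 dopamine challenge given 180 s after compound.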
D2 potentiator: HTS Assay for Positive Allosteric Modulators of the Human D2 Dopamine Receptor: Primary Screen for Potentiators; 340,000 compounds, 0.34% hits; potentiation, % at 10 µM; HEK293 T-REx D2, calcium flux, EC20 dopamine potentiation; D(2) dopamine receptor (Homo sapiens), P14416;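 active = potentiation over 3 SD above the plate norm, cut at about 30% in these data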; note: 0% is about no effect
Target sequence (P14416 whole entry, looked up): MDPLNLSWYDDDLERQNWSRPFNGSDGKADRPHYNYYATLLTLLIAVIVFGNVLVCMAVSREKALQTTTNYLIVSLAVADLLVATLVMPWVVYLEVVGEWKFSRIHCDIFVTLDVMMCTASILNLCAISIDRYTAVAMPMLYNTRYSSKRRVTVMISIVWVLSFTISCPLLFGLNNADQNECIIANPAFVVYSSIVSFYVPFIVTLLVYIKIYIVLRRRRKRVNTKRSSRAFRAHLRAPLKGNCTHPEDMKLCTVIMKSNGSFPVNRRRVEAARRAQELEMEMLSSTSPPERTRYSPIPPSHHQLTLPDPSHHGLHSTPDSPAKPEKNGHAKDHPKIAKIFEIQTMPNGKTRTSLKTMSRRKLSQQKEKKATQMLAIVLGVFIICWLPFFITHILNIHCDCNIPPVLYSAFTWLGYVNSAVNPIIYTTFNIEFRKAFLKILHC
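Potentiation of an EC20 dopamine calcium response is measured in a force-coupled, tetracycline-inducible Hek293 Trex D2 line. Compound-only kinetic reads over 180 s flag agonists before dopamine addition.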
D1 PAM: Potentiators of Human D1 Dopamine Receptor: qHTS | potentiation, % at 10 µM | 360,000 compounds, 0.036% hits | D(1A) dopamine receptor (Homo sapiens), P21728 | HEK293 TREx D1 cells, calcium flux, dopamine EC20 potentiation; in the data active = potentiation above about 30%; note: 0% is about no effect
TRHR enhancer: qHTS for Small Molecule Agonists and Allosteric Enhancers of Human TRH Receptor: Primary Screen for Enhancers; TRHR cells, fluo-8 calcium fluorescence, EC20 TRH enhancement; enhancement, % at 2 µM; 360,000 compounds, 0.66% hits; in the data active = enhancement above about 30%; note: 0% is about no effect
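Enhancer read-out: after compound pinning and an initial kinetic agonist-mode read, an EC20 of TRH (10 nM final) was injected and fluo-8 calcium signal (Ex 480/Em 530) followed at 1 s/cycle for 100 cycles in TRHR-expressing cells.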
* marks the source's active call; other numbers are inactive results; ? = inconclusive; / = no result given; [ ] = remark or other dose. Unless noted, calls come from the whole dose curve; as a rule, active = well fitted curve in the direction sought with a large enough effect; inconclusive = small, poorly fitted or top-dose-only effect, or another doubt; inactive = no such curve, though single readings can be large; an effect the other way counts as inactive or inconclusive. Some of the compounds tested; rates above refer to the full screens.

SMILES	Apoferritin bind	RXFP1 antag	D1 agonist	RXFP1 ag	TRHR agonist	D1 antagonist	D2 potentiator	D1 PAM	TRHR enhancer
O=C(NCc1ccccc1)c1ccc2nnsc2c1	-1%	8	2	1.8%	-0.6	-7	0	-5	-5
COc1ccc(C(=O)N/C(=C\c2cccc3ccccc23)C(=O)N2CCN(C)CC2)cc1	/	1	6	-2.9%	1.3	5	-6	3	0
CC1(C)CC2CC(C)(CN2C(=O)COC(=O)c2cccc(O)c2)C1 (stereo unspecified)	/	2	7	-1.2%	-0.1	6	-1	/	-3
CCOCCCn1c(=S)[nH]c2cc(C(=O)NCCCN(CC)CC)ccc2c1=O	-7%	11	3	-0.5%	0.1	10	-11	-5	3
CN(C)c1ccc(CN(CC2CCCO2)C(=O)COc2ccccc2Cl)cc1 (stereo unspecified)	-1%	-21	2	-0.7%	-1.2	-17	5	-2	-3
CN(C)Cc1cc2ccccc2c2c1COC2	4%	-28	5	2.4%	0.2	1	-4	-1	-1
Cc1ccccc1NC(=O)CSc1nc(-c2ccco2)nc2cc(=O)[nH]n12	2%	-15	1	0.1%	0.2	6	-8	0	19
Cc1nn(CC(O)COc2ccc3c(c2)CCC3)c(C)c1C (stereo unspecified)	-3%	-1	5	2.7%	-1.2	-22	-2	-7	0
Cc1cc(C)cc(OCC(=O)N/N=C\c2cn(C)nc2C)c1	5%	/	7	1.4%	0.2	10	3	-6	-1
O=C(CSc1ccc(-c2ccccn2)nn1)NC1CCCC1	-2%	15	0	0.6%	0.2	-22	5	3	-1
O=C1CCCC2=C1C(c1ccccc1)C1C(=O)c3ccccc3C1=N2 (stereo unspecified)	-6%	17	4	0.5%	-0.9	-9	-1	-3	4
COC(C(=O)N/N=C/c1ccc(OCC(=O)N2CCOCC2)cc1)c1ccccc1 (stereo unspecified)	1%	5	7	0.2%	-0.5	4	5	/	2
O=C1c2[nH]nc(-c3ccccc3O)c2C(c2cccc(O)c2)N1Cc1ccncc1 (stereo unspecified)	-5%	-11	0	1.5%	0.5	-2	1	2	1
COc1ccc(C(=O)CCc2ccccc2O)c(OC)c1	?	-18	3	2.4%	-0.5	-22	/	2	-9
O=C(NCC1(c2ccccc2)CCCC1)C(=O)NCC1(c2ccccc2)CCCC1	8%	3	1	-4.6%	0.2	-2	-1	-7	-4
CCN(CC)CCSc1nnc2c3cc(F)ccc3n(C)c2n1	-14%	/	0	25%	-1.2	0	23	1	2
Cc1ccccc1Cn1c(C)cc(C)c(C#N)c1=O	?	-14	-2	0.2%	-2.5	7	4	-5	-4
O=C(CCCn1c(=O)[nH]c2ccsc2c1=O)NC1CCCCC1	-9%	-15	4	15%	1.6	-8	5	-6	-1
O=C(Nc1c(F)cc(F)cc1Br)c1cc2nc(C(F)F)cc(C(F)F)n2n1	-8%	-6	0	-1.4%	-1.4	3	-1	-6	-6
CCOc1ccc(-c2nnc3ccc(SCC(=O)Nc4nc5ccc(C)cc5s4)nn23)cc1	-6%	-9	1	5.0%	-0.7	-43*	6	-15	-2

Arranged by the number under RXFP1 antag (largest number first): three of the compounds above
compound | Apoferritin bind | RXFP1 antag | D1 agonist | TRHR agonist | D1 antagonist | D2 potentiator | D1 PAM | TRHR enhancer
CCOCCCn1c(=S)[nH]c2cc(C(=O)NCCCN(CC)CC)ccc2c1=O | -7% | 11 | 3 | 0.1 | 10 | -11 | -5 | 3
COC(C(=O)N/N=C/c1ccc(OCC(=O)N2CCOCC2)cc1)c1ccccc1 (stereo unspecified) | 1% | 5 | 7 | -0.5 | 4 | 5 | / | 2
CCOc1ccc(-c2nnc3ccc(SCC(=O)Nc4nc5ccc(C)cc5s4)nn23)cc1 | -6% | -9 | 1 | -0.7 | -43* | 6 | -15 | -2

Other compounds
SMILES	Apoferritin bind	RXFP1 antag	D1 agonist	RXFP1 ag	TRHR agonist	D1 antagonist	D2 potentiator	D1 PAM	TRHR enhancer
O=C(NCCCn1ccnc1)/C(=C\c1cccs1)NC(=O)c1ccco1	-4%	4	2	5.2%	0.0	-6	2	0	8
O=C(c1cccs1)N1CCc2ccccc21	?	0	5	1.8%	-2.4	-6	26	0	-1
O=C(NCCCn1ccnc1)/C(=C/c1ccc(Cl)cc1)NC(=O)c1ccccc1	1%	1	2	-2.8%	-0.6	6	3	/	-2
CCc1noc(C)c1C(=O)Nc1cccc(S(=O)(=O)N(C)c2ccccc2)c1	/	-11	6	0.0%	-0.1	-13	-8	-10	11
Cc1cccc(NC(=O)CSCC(=O)NCc2cccc(C(F)(F)F)c2)c1	-5%	-19	4	-2.5%	1.2	7	2	-9	-5
Cc1nnc(NC(=O)c2ccc(Br)o2)s1	6%	10	3	3.1%	0.5	-3	3	1	-1
Cc1cccc(C)c1NC(=S)NCCc1ccccn1	14%	1	5	-4.2%	-1.1	-1	6	-2	0
O=C(NCC(c1cccnc1)N1CCN(c2ccccc2)CC1)c1ccc2c(c1)OCO2 (stereo unspecified)	-13%	-3	0	-0.1%	0.1	-5	5	-2	1
O=C(CCn1c(=O)c2sccc2n(Cc2ccccc2F)c1=O)NCc1ccc2c(c1)OCO2	8%	10	0	?	0.3	-9	-2	2	4
CCOc1cc(C(=O)Nc2cc3c(cc2N2CCCC2)n(C)c(=O)c(=O)n3C)cc(OCC)c1OCC	65%[activator]	/	0	24%	0.4	5	2	0	-2
COc1ccc(C(C)=O)cc1CSC(=N)N	-6%	-5	10	0.8%	0.0	-6	6	2	-3
O=C(NCc1ccc(F)cc1)C1CCCN(S(=O)(=O)c2ccc(-n3cnnn3)cc2)C1 (stereo unspecified)	1%	-15	2	-0.4%	0.2	-12	/	-5	-4
CCn1cc(CNC(=O)c2cc(Cl)ccc2OC)c(C)n1	-9%	-21	3	0.6%	0.2	-5	-3	-1	1
Cc1ccc(N=C(NO)c2nonc2N)cc1	?	6	4	-0.6%	0.2	-6	2	-8	7
CCc1ccc(N2C(=O)CSC23C(=O)N(Cc2cccc(OC)c2)c2ccccc23)cc1 (stereo unspecified)	-10%	/	12	0.6%	0.7	13	-2	0	-3
CCC(=O)Nc1ccc(/C(C)=N/NC(=O)c2c(Br)c(C)nn2C)cc1	0%	/	6	2.5%	1.6	2	2	-3	15
CN(CC(=O)Nc1ccc(Cl)c(C(F)(F)F)c1)C(=O)c1cc(=O)c2ccccc2o1	/	0	13	-0.6%	0.0	4	-15	-2	-1
O=[N+]([O-])c1cc(C(F)(F)F)ccc1NCCc1c[nH]c2ccccc12	-15%	-25	3	-5.4%	-0.1	1	-1	-2	3
COc1ccc(S(=O)(=O)N2CCC(C(=O)NCCC(=O)NC3CC3)CC2)cc1	3%	16	6	-1.5%	0.6	7	-6	0	-2
COc1ccc(NC2CCCN(C(=O)CCOc3ccccc3)C2)cc1 (stereo unspecified)	-9%	11	3	3.1%	0.0	-14	-2	-9	-1
CCOC(=O)C1C(c2ccc(Cl)cc2)NC(=S)NC1(O)C(F)(F)F (stereo unspecified)	-5%	2	0	0.7%	0.4	-7	-2	8	2
CCc1ccc(NC(=O)CCC(=O)c2ccc(C)cc2)cc1	0%	-7	1	-2.8%	-0.9	-9	0	-9	7
COCCn1c(=O)[nH]c2cc(C(=O)Nc3nnc(C)s3)ccc21	0%	3	-1	0.0%	0.5	1	0	-6	27
O=C1c2ccc(Br)cc2C(=O)N1c1ccc(Cc2ccncc2)cc1	?	-13	6	1.9%	0.0	-25	-16	-4	-6
COc1ccc(C(=O)CCC(=O)NC2=NCCS2)cc1	-9%	-5	6	2.7%	0.7	-4	2	-5	-2
CCn1nc(NC(=O)c2ccncc2)c2cc3cccc(C)c3nc21	-9%	-14	2	-0.5%	-0.4	0	/	1	2
Cc1cc(=S)cc(C)n1CCCn1ccnc1	-7%	-6	4	3.0%	0.6	-3	3	-7	-6
O=C(OCC(=O)c1cccs1)c1cccc(C(=O)OCC(=O)c2cccs2)n1	?	-16	1	7.1%	0.0	-11	2	1	0
O=C(CNC(=O)c1cc2ccccc2o1)NCc1cccs1	3%	3	0	0.6%	0.2	-2	-4	-5	-2
CCOc1ccc(NC(=O)c2noc3c2CSc2ccccc2-3)cc1	-9%	-3	-1	-0.8%	-0.2	2	3	0	-2
CC(C)N(CCn1c(SCC(=O)Nc2cccnc2Cl)nc2ccccc2c1=O)C(C)C	/	5	2	0.5%	0.4	14	-4	9	-5
COC(=O)CSc1nc(N)c2c3c(sc2n1)CCCC3	-19%	-8	-1	0.9%	-0.9	0	-4	1	1

Seven entries from above, as a markdown table.
| Compound | Apoferritin bind | RXFP1 antag | D1 agonist | RXFP1 ag | TRHR agonist | D1 antagonist | D2 potentiator | D1 PAM | TRHR enhancer |
| --- | --- | --- | --- | --- | --- | --- | --- | --- | --- |
| CC(C)N(CCn1c(SCC(=O)Nc2cccnc2Cl)nc2ccccc2c1=O)C(C)C | / | 5 | 2 | 0.5% | 0.4 | 14 | -4 | 9 | -5 |
| CCc1ccc(NC(=O)CCC(=O)c2ccc(C)cc2)cc1 | 0% | -7 | 1 | -2.8% | -0.9 | -9 | 0 | -9 | 7 |
| COc1ccc(C(=O)CCC(=O)NC2=NCCS2)cc1 | -9% | -5 | 6 | 2.7% | 0.7 | -4 | 2 | -5 | -2 |
| COC(=O)CSc1nc(N)c2c3c(sc2n1)CCCC3 | -19% | -8 | -1 | 0.9% | -0.9 | 0 | -4 | 1 | 1 |
| O=C(CNC(=O)c1cc2ccccc2o1)NCc1cccs1 | 3% | 3 | 0 | 0.6% | 0.2 | -2 | -4 | -5 | -2 |
| CCn1nc(NC(=O)c2ccncc2)c2cc3cccc(C)c3nc21 | -9% | -14 | 2 | -0.5% | -0.4 | 0 | / | 1 | 2 |
| COCCn1c(=O)[nH]c2cc(C(=O)Nc3nnc(C)s3)ccc21 | 0% | 3 | -1 | 0.0% | 0.5 | 1 | 0 | -6 | 27 |

Bioassay records as filed in PubChem.
